# Screening data (PubChem)
# Smad3 FoxH1 inh – blocks human Smad3 binding to FoxH1 peptide. P84022. TR-FRET Smad3/Dy647-FoxH1 peptide binding, europium anti-His. inhibition, % at 25 µM. hit rate 0.29% among 88,000;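 active = compounds that reduce the energy-transfer binding signal between the protein and its labelled peptide by more than half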;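 also: 0% = Smad3 plus labelled peptide maximal FRET and 100% = peptide-only background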
# sEH activator – soluble epoxide hydrolase (human) activation; P34913; purified human sEH enzymatic activity, activator screen; activation, % at 2 µM; hit rate 0.04% among 91,000; in the data active = activation above about 37%; also: values of inactives mirror those of a sister screen read the other way
# Target sequence (P34913 whole entry, looked up): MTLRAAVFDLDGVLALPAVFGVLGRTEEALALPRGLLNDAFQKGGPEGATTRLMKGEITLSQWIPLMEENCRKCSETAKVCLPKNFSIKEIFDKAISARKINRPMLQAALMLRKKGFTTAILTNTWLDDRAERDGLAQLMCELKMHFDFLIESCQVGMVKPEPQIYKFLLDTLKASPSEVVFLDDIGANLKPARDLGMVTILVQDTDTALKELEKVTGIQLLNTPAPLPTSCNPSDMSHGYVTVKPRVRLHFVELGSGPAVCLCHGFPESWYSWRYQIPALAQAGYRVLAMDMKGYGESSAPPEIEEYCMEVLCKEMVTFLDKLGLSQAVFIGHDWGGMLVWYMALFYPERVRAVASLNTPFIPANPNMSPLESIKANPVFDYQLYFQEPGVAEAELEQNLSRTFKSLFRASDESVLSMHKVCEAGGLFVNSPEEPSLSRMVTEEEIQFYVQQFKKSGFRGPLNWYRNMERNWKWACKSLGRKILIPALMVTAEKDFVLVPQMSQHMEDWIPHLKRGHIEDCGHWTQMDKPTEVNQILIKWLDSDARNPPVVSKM
# Mac1 fbg inh – inhibitors of human CD11b/CD18 binding to fibrinogen; hit rate 0.54% among 93,000; inhibition, % at 10 µM; K562 CD11b/CD18 adhesion to fibrinogen, ATPlite luminescence; Mn2+ added to activate the integrin;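 active = primary inhibition of 50% or more at 10 µM, then 40% or more on retest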; also: some results filed as inactive read as strong as hits
# MT1-MMP txn act – activates MT1-MMP transcription; activation factor at 10 µM; HT1080 MT1-MMP promoter luciferase reporter, luminescence, overnight; stronger effect = higher value; hit rate 0.16% among 86,000;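 active = activation factor of at least 2 for MT1-MMP transcription at 10 µM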
# Calb biofilm kill – kills Candida albicans biofilms; AID 834; C. albicans biofilm + clotrimazole, Alamar Blue; hit rate 0.14% among 85,000; inhibition, % at 6 µM;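 active = inhibition above 20%; inactive = inhibition below 20%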;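 also: preformed 24 hr biofilms exposed to compound for 48 hr; 0% = biofilm without compound and 100% = blank killed by clotrimazole plus chlorhexidine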
# ERa SRC1 pot – ER-alpha (human) coactivator binding potentiation; P03372; TR-FRET ERalpha-LBD/SRC-Cy5 coactivator binding, 2 h; 100 = basal binding, no effect; coactivator binding (% of control), % at 25.6 µM; hit rate 1.3% among 86,000; AID 639; in the data active = activity above about 200%;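 also: binding measured in presence of low estradiol as agonist stimulus; 0% = peptide alone without receptor and 100% = receptor with peptide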
# ERb coact inh – blocks coactivator binding to human estrogen receptor beta; Q92731; TR-FRET ER-beta LBD / SRC1-Cy5 peptide binding; receptor agonist-loaded with 1 µM estradiol; inhibition, % at 25.6 µM; hit rate 1.3% among 86,000; AID 633;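 active = compounds whose percent inhibition of the receptor-coactivator binding signal exceeds about 50% in the single-dose screen, limit read from the data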;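 also: 0% = receptor plus peptide wells without compound and 100% = peptide-only wells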
# sEH inh – inhibitors of human soluble epoxide hydrolase | inhibition, % at 2 µM | P34913 | AID 707 | hit rate 0.34% among 91,000 | recombinant human sEH enzymatic activity assay; in the data active = inhibition above about 80%; also: values of inactives mirror those of a sister screen read the other way; many of its hits are not listed in these tables
# CD11b adhes enh – increases human CD11b/CD18 adhesion to fibrinogen; P05107+P11215; hit rate 0.07% among 93,000; activation, % at 10 µM; K562 CD11b/CD18 adhesion to fibrinogen, ATPlite luminescence; AID 1499;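 active = 10 µM primary screen giving 50% or more activity, confirmed by 40% or more on retest at that dose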; also: strong numbers were not always called active; reference of the scale not given here
# The depositor's hits bear a star; x = not tested or not shown; [ ] = another dose, or the depositor's remark. Only part of the results is shown; rates above refer to the full screens.
SMILES,Smad3 FoxH1 inh,sEH activator,Mac1 fbg inh,MT1-MMP txn act,Calb biofilm kill,ERa SRC1 pot,ERb coact inh,sEH inh,CD11b adhes enh
COc1ccccc1C(=O)N1CC2(C)CC1CC(C)(C)C2 (stereo unspecified),3,-13,x,1.2,-1,108,-1,13,x
COc1ccc(N2CC(C(=O)NCCCN3CCOCC3)CC2=O)cc1 (stereo unspecified),3,-2,x,1,6,119,2,1,x
CCn1ncc(Br)c1C(=O)Nc1ccc(C(=O)OC(C)C)cc1,-15,-2,6,1,-3,91,-6,1,-1
CCN(CC)S(=O)(=O)c1ccc(C(=O)Nc2c3c(nn2C(C)(C)C)CS(=O)(=O)C3)cc1,8,-11,-40,1.3,3,120,-6,12,1
CCOc1ccc(NS(=O)(=O)c2ccc3c(c2)oc(=O)n3C)cc1,6,-3,6,1.1,10,110,3,4,-2
CCc1ccccc1-n1c(SCC(=O)Nc2ccc3c(c2)OCCO3)nc2[nH]ncc2c1=O,-4,-64,-4,0.9,5,102,-5,63,3
O=C(Nc1nccs1)C1CCCN1S(=O)(=O)c1ccc(Cl)cc1 (stereo unspecified),6[fluorescence artefact?],-4,-3,1,-7,98,0,4,-1
S=C(NCCSCc1ccc(Cl)cc1)Nc1ccccc1,x,-4,-7,x,x,x,x,7,-7
CCN(CC)CCCNC(=O)C1c2ccccc2Oc2ccccc21,-6,x,-3,1.1,-3,123,-4,x,-3
O=C(C1Cc2ccccc2CN1S(=O)(=O)c1cccs1)N1CCCCCC1 (stereo unspecified),x,15,-3,1,x,x,x,-13,-2
CCCN(CC1CC1)C(=O)COC(=O)c1[nH]c(C)c(C(=O)OCC)c1C,-10,-3,3,1,6,100,-4,3,-3
c1ccc(C(c2nnnn2Cc2ccco2)N2CCN(c3nc4ccccc4s3)CC2)cc1 (stereo unspecified),4,5,x,1.2,3,107[fluorescence artefact?],0,-1,x
COC(=O)c1cn(NC(=O)c2cccc(N(C)C)c2)c(=O)c2ccccc12,x,8,-14,1,x,x,x,-8,1
COc1ccccc1NC(=O)N1CCc2[nH]c3ccc(F)cc3c2C1,0,1,-7,1.2,4,108,-4,0,-2
Cc1ccc(S(=O)(=O)NCCOCCNS(=O)(=O)c2ccc(C)cc2)cc1,-2,10,-6,1.2,-6,90,0,-8,-1
CN(C)S(=O)(=O)N(CC(=O)Nc1ccccc1C(F)(F)F)c1ccccc1,-1,-4,13,1.1,4,67[fluorescence artefact?],34,4,-3
Cc1ccc(S(=O)(=O)N(C)CCCC(=O)n2nc(C)cc2C)cc1,-1,-7,-16,1.3,3,94,-7,8,4
c1ccc(CCc2nc(-c3ccncc3)no2)cc1,4,-8,3,1.3,6,87,-8[fluorescence artefact?],6,5
CCOc1ccc(-c2noc(CCC(=O)O)n2)cc1,5,-2,2,x,3,119[fluorescence artefact?],-9[fluorescence artefact?],4,0
CCNc1nc(CC)nc2c1oc1ccccc12,5,x,x,1.1,1,96,-13,x,x
CCOC(=O)C1=C(Cn2ccc(C(F)(F)F)n2)NC(=O)NC1c1ccc2c(c1)OCO2 (stereo unspecified),0,-3,-5,1,4,102,-2,6,8
COC(=O)[C@H](CCSC)NC(=O)Nc1ccc(OC)c(Cl)c1,0,10,4,1.1,8,115,-16,-12,1
COc1cccc(CNC(=O)CN(C)S(=O)(=O)c2cnc[nH]2)c1,5,-7,3,1.1,3,118,-4,9,0
Nc1ncnc2c1ncn2CCNCCc1ccccc1,-1,4,-10,1,4,109,-3,-6,1
CC(C)n1c(-c2ccc(C(C)(C)C)cc2)n[nH]c1=S,4,-6,10,1,6,100,-3[fluorescence artefact?],7,-4

# The final two records of the section before come first, to join the parts:
SMILES,Smad3 FoxH1 inh,sEH activator,Mac1 fbg inh,MT1-MMP txn act,Calb biofilm kill,ERa SRC1 pot,ERb coact inh,sEH inh,CD11b adhes enh
Nc1ncnc2c1ncn2CCNCCc1ccccc1,-1,4,-10,1,4,109,-3,-6,1
CC(C)n1c(-c2ccc(C(C)(C)C)cc2)n[nH]c1=S,4,-6,10,1,6,100,-3[fluorescence artefact?],7,-4
CCN(CC)S(=O)(=O)c1cccc(-c2nnc(SCC(=O)c3cc(C)n(C4CC4)c3C)o2)c1,5[fluorescence artefact?],x,9,1.1,3,116,-3[fluorescence artefact?],x,3
CCn1c(SCC(=O)c2ccc(OC)cc2)nnc1C(C)NC(=O)c1ccc(OC)cc1 (stereo unspecified),-1,6,-20,1.1,-6,57,-1,-3,7
N#CC1=C(N)SC(N)=C(C#N)C1c1c(Cl)cccc1Cl,8[fluorescence artefact?],-12,8,1.1,7,106,4[fluorescence artefact?],12,-1
CCC(=O)Nc1cccc(Br)c1,2,0,-3,1.1,6,116,-11,-2,-2
CC(C)CCOC(=O)C1[C@H]2C(=O)N(Cc3cccs3)C[C@]23C=C[C@H]1O3 (stereo partly specified),-5,-1,-4,1.1,3,129,-2,1,1
COc1ccc(CNC(=O)Cc2ccc(OC)c(S(=O)(=O)N3CCOCC3)c2)cc1,-1,-8,26,1,7,121,2,8,2
CN1C(=O)NC(c2cccc(O)c2)C(C(=O)c2cccs2)C1(O)C(F)(F)F (stereo unspecified),2,-4,3,1.1,11,116,5,4,-1
Cc1cccc(-c2n[nH]c(=S)n2Cc2ccccc2)c1,4,-7,x,1.1,9,58[fluorescence artefact?],0[fluorescence artefact?],10,x
COCCNC(=O)c1cc2ncc(Br)cn2n1,-12,6,4,1.1,6,72,39,-8,-3
O=C(NCCc1ccccc1)c1ccc(-n2cnnn2)cc1,-2,x,-13,1.4,6,120,-1,x,3
N#Cc1nc(COc2ccccc2)oc1N1CCOCC1,4,-6,-21,1.3,8,118,-2[fluorescence artefact?],7,8
O=C(CN1CCOCC1)Nc1ccc(Oc2ccccc2)cc1,4,-4,-5,1.1,6,123,-7,8,-2
CC1(C)CC(=O)C=C(NC2CCCCCCC2)C1,0,23,x,1.3,1,109,2[fluorescence artefact?],-24,x
CC1CCN(CCCNC(=O)c2cc3sccc3n2C)CC1,-6,-6,-3,1.1,5,95,6,6,-2
COc1cc(CC(=O)Nc2sccc2C(N)=O)cc(OC)c1OC,5,11,7,1,9,116,6,-14,-1
CCOc1ccc(N(CC(=O)Nc2ccccc2C(=O)NCc2ccco2)S(C)(=O)=O)cc1,1,5,5,1.1,3,112,-1,-3,3
Nc1nc(NCc2c(F)cccc2Cl)nn1-c1ccccc1,-1,-9,-4,1.2,2,112,-6,8,-2
CCC(=O)Nc1cc(Cl)ccc1C(=O)O,-6,6,8,1.1,2,93[fluorescence artefact?],4[fluorescence artefact?],-8,-1
COC(=O)c1ccccc1NC(=O)CN1CCC(n2nnc3cc(C)ccc32)CC1,-4,x,0,1.1,-3,126,5[fluorescence artefact?],x,-2
Nc1nncn1C(=O)CCCN1C(=O)c2ccccc2C1=O,-3,-7,-28,1,-1,127,2,6,-2
COC(=O)c1[nH]c(=O)c2ccccc2c1O,17,-7,x,1.2,8,79,3,12,x
COc1cccc(C2C(C(=O)NCc3ccccc3)=C(C)Nc3ncnn32)c1 (stereo unspecified),-2,x,24,1.2,11,105[fluorescence artefact?],1,x,1
O=C(Nc1cccc(O)c1)c1cc(S(=O)(=O)N2CCCC2)ccc1Cl,6,-14,-27,1.1,11,98,2[fluorescence artefact?],16,-3
CCOC(=O)c1ccccc1NC(=O)CSc1nnc(C(C)C)n1CC,9,3,x,1.3,-4,104,4,-2,x
CCOc1ccc(/C=C/[N+](=O)[O-])c2ccccc12,x,3,2,x,x,x,x,-4,3
O=C1C=C(NCc2ccncc2)CC(c2ccccc2)C1 (stereo unspecified),0,5,1,1,8,94,0,-6,10
CCOc1ccc(-c2nnn(CC(=O)c3cc(OC)ccc3OC)n2)cc1,1,-4,-6,1,8,146,-10,7,5
O=S(=O)(/N=C(/Nc1cccc2ccccc12)c1ccccc1)c1cccs1,x,6,-55,x,x,x,x,-4,1

# Ordered by value in ERb coact inh (rising): five of the compounds above
Molecule	Smad3 FoxH1 inh	sEH activator	Mac1 fbg inh	MT1-MMP txn act	ERa SRC1 pot	ERb coact inh	sEH inh	CD11b adhes enh
COC(=O)[C@H](CCSC)NC(=O)Nc1ccc(OC)c(Cl)c1	0	10	4	1.1	115	-16	-12	1
CCCN(CC1CC1)C(=O)COC(=O)c1[nH]c(C)c(C(=O)OCC)c1C	-10	-3	3	1	100	-4	3	-3
O=C(NCCc1ccccc1)c1ccc(-n2cnnn2)cc1	-2	x	-13	1.4	120	-1	x	3
Cc1ccc(S(=O)(=O)NCCOCCNS(=O)(=O)c2ccc(C)cc2)cc1	-2	10	-6	1.2	90	0	-8	-1
CCOC(=O)c1ccccc1NC(=O)CSc1nnc(C(C)C)n1CC	9	3	x	1.3	104	4	-2	x

# 2 entries from above, tab-delimited.
SMILES	Smad3 FoxH1 inh	sEH activator	Mac1 fbg inh	MT1-MMP txn act	Calb biofilm kill	ERa SRC1 pot	ERb coact inh	sEH inh	CD11b adhes enh
O=C(Nc1cccc(O)c1)c1cc(S(=O)(=O)N2CCCC2)ccc1Cl	6	-14	-27	1.1	11	98	2[fluorescence artefact?]	16	-3
CCOC(=O)c1ccccc1NC(=O)CSc1nnc(C(C)C)n1CC	9	3	x	1.3	-4	104	4	-2	x
